Screening data: PubChem BioAssay, National Center for Advancing Translational Sciences (NCATS)
Pf growth 48h – P. falciparum growth inhibition at 48 hours (one generation) | 310,000 tested, 5.9% active | Potency, µM (highest dose often 28.7 µM), without a hit: at the top dose activity change, negative = inhibition, usual class: inhibitors | AID 504832 | P. falciparum luciferase growth in erythrocytes, 48 h; note: potency is the fitted concentration of half-maximal effect; % is set by controls: 0 for no effect and ±100 for the full control effect
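Luciferase-expressing parasites in RBCs, 2% Hct / 0.1% parasitemia final; RPMI 1640 + 0.5% Albumax; 37 C, 5% CO2, one generation; luminescence read-out, lower signal = inhibition.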
Shiga inhibitor – inhibitors of Shiga toxin in Vero cells; Vero cells, Shiga toxin protein synthesis inhibition reporter; inhibition, % at 38.7 µM; 290,000 tested, 9.2% active; AID 2315; in the data active = inhibition mostly above about 28%, no sharp cut-off; inactive = mostly below about 43%; note: 0% is about no effect
Giardia FBPA inh – inhibitors of Giardia lamblia fructose-1,6-bisphosphate aldolase; A8B2U2; purified Giardia FBPA; Potency, µM (doses to about 59.6 µM), inactives show at the top dose activity, negative = inhibition, most hits filed as inhibitors; 290,000 tested, 0.71% active; AID 2451; note: potency is the fitted concentration of half-maximal effect; % is set by controls: 0 for no effect and ±100 for the full control effect; nearly all actives have a fitted effect of over 55% in size
Target sequence (A8B2U2 whole entry, looked up): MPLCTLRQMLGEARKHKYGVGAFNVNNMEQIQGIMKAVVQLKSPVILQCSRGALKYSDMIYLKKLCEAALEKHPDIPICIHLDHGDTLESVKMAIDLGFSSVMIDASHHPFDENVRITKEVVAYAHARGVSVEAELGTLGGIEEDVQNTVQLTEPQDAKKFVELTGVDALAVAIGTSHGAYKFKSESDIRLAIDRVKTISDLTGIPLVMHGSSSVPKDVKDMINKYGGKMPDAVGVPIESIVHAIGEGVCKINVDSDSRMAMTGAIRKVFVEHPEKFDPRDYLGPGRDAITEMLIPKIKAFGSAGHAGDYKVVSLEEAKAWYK
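40 nM FBPA preincubated 10 min at RT with compound (up to 57.5 uM final), then substrate plus GAPDH/TPI/NAD/arsenate coupling and diaphorase/resazurin added. Fluorescence read after 20 min at RT, 525/598 nm.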
Cycloheximide cs – counter-screen for Shiga toxin inhibitors: cycloheximide protein synthesis inhibition. cell reporter, cycloheximide protein synthesis inhibition counterscreen. max response, %. 300,000 tested, 12% active; in the data active = max response mostly above about 13%, no sharp cut-off; inactive = mostly below about 14%; note: read at 38.3 µM for the half of the compounds with a filed dose; 0% is about no effect
Sm TGR block – blocks Schistosoma mansoni thioredoxin glutathione reductase; purified TGR, DTNB reduction, TNB absorbance 405 nm; 360,000 tested, 3% active; Potency, µM (series often up to 114 µM), for the others: top-dose activity change, negative = inhibition, usual class: inhibitors; note: potency is the fitted concentration of half-maximal effect; % is set by controls: 0 for no effect and ±100 for the full control effect; nearly all actives have a fitted effect of over 60% in size
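Kinetic colorimetric format: TGR-catalysed, NADPH-driven DTNB reduction monitored via TNB absorbance. Enzyme dispensed at 20 nM; compound exposure 15 min at room temperature before reaction start.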
Pf growth 96h – inhibits malaria parasite growth, 96 h; P. falciparum luciferase reporter growth, 96 h; Potency, µM (doses to about 28.7 µM), without a hit: at the highest dose activity change, negative = inhibition, most hits filed as inhibitors; 320,000 tested, 6.9% active; AID 504834; note: potency is the fitted concentration of half-maximal effect; % is set by controls: 0 for no effect and ±100 for the full control effect
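Erythrocytes infected with luciferase-expressing P. falciparum were dispensed at 2% hematocrit and 0.05% parasitemia (final), then incubated with compounds 96 hours at 37 C in 5% CO2. Luminescence after detection reagent addition reported growth.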
Active calls of the source: *; i = inactive; ? = inconclusive; . = no result given; & = joins results of further samples; [ ] = remark or other dose. Unless noted, calls come from the whole dose curve; as a rule, active = well fitted curve in the direction sought with a large enough effect; inconclusive = small, poorly fitted or top-dose-only effect, or another doubt; inactive = no such curve, though single readings can be large; an effect the other way counts as inactive or inconclusive. Rows were taken by chance, and some 24% of all compounds hit somewhere here.

SMILES	Pf growth 48h	Shiga inhibitor	Giardia FBPA inh	Cycloheximide cs	Sm TGR block	Pf growth 96h
Fc1cccc(Cl)c1CNn1cn[nH]c1=S	3%	-8	-30%	0	32%	22%
CCN(C(=O)CSc1nncs1)c1c(N)n(Cc2ccccc2)c(=O)[nH]c1=O	.	-13	2%	-3	2%[11.4 µM]	23%
CC(N)Cc1ccccc1Sc1ccc(O)cc1 (stereo unspecified)	?	-16	-23%	0	1%	?
Cc1[nH]c2ccc(C(=O)N3CCN(c4cccc(Cl)c4)CC3)cc2c1C	44%[activator]	12	-10%	-2	7%	41%[activator]
COc1ccc(-c2cc3nc(C)c(CCC(=O)NCc4ccco4)c(C)n3n2)c(OC)c1	?	15	1%	-2	-13%	18%
COc1ccc([C@@H]2[C@@H]3C(=O)N(C(C)(C)C)C(=O)[C@@H]3[C@]3(C)C(=O)N(c4ccc(C)cc4)C(=O)N23)cc1	-10%	-3	-3%	-2	16%	9%
CCN=C1SC(CC(=O)Nc2ccccc2)C(=O)N1CC (stereo unspecified)	12%	-5	5%	-2	-13%	?
Cc1ccc(NC(=O)CS(=O)c2ccccc2N)c(C)c1 (stereo unspecified)	111%[activator]	35	.	38*	-3%	52%[activator]
O=C(Nc1ccon1)c1nc[nH]c1C(=O)N1CCc2ccccc2C1	21%	.	.	.	-13%	-25%
CCOC(=O)C1=C(COC(=O)/C=C/c2ccc(Cl)cc2)NC(=O)NC1C (stereo unspecified)	4%	13	.	10	0%	25%
CCO[C@H]1OC(C(=O)NCc2ccccc2)=C[C@@H](C2CCCCC2)[C@@H]1CCCO	?	18	3%	-1	-5%	?
N/C(=N\OC(=O)c1ccccc1[N+](=O)[O-])c1ccccn1	0%	26	-6%	12	1%	173%[activator]
Cc1ccccc1C(=O)NC1CCN(C(=O)NCc2ccccc2)CC1	12%	-8	9%	-2	5%	?
CC(C)CC1Nc2ncnc(N3CCN(c4ccccn4)CC3)c2N(Cc2ccc(Br)cc2)C1=O (stereo unspecified)	7.4µM*	.	.	.	-15%	8.3µM*
Cc1ccc[n+](CC(=O)c2ccc(Br)cc2)c1C	?	14	-3%	10	-2%	63%[activator]
CC(C)OP(=O)(c1ccc(N(C)C)cc1)C(O)c1ccc(N(C)C)cc1 (stereo unspecified)	-8%	-6	3%	-5	19%	8%
CCCNC(=O)C1(S(=O)(=O)c2ccccc2)CC=CC1	?	28	?	-1	2%	23%
COc1ccc(COC(=O)C2=C(C)NC(=O)NC2c2ccc(OC)c(OC)c2)cc1 (stereo unspecified)	?	-16	8%	-3	10%	191%[activator]
Cc1ccc(C(=O)N2CCN(c3ccc(C(F)(F)F)cn3)CC2)cc1	41%[activator]	-7	0%	-4	45%[activator]	0%
COC(=O)c1ccc2c(=O)n(CCCN3CCOCC3)c(=S)[nH]c2c1	-16%	-1	-14%	1	-19%	-10%
Clc1ccc(-c2csc(N3CCc4ccccc4C3)n2)cc1	17%	-23	-6%	-4	-25%	43%[activator]
Cc1ccc(C(=O)Nc2ccccc2C(=O)N2CCCC2)cc1[N+](=O)[O-]	-5%	-4	-2%	-1	-1%	-1%
CCCOc1ccc(N2CC(C(=O)Nc3ccccc3F)CC2=O)cc1 (stereo unspecified)	-11%	15	-2%	-3	0%	21%
Cc1nc2c3c4c(sc3n3c(SCC(=O)NCc5ccco5)nnc3n2n1)COC(C)(C)C4	-19%	-4	1%	-3	?	-15%
O=C(CCl)NNC(=O)c1c(O)c2ccccc2[nH]c1=O	?	14	-28%	10	14µM*	?
Cc1nsc(Nc2ccc([N+](=O)[O-])cc2)c1C#N	7%	-7	3%	2	9%	8%
CCN(C(=O)COC(=O)c1cc(-c2cccc3ccccc23)nc2ccccc12)C1CCS(=O)(=O)C1 (stereo unspecified)	4%	-9	-6%	-1	0%	7%
CC(C)n1nnnc1SCC(=O)N1CCN(Cc2ccc3c(c2)OCCO3)CC1	12µM*	.	.	.	0%	10µM*
Cc1nc(C(F)(F)F)ccc1C(=O)NCC(O)c1ccccc1 (stereo unspecified)	103%[activator]	71*	12%	45*	0%	86%[activator]
Cc1ccc(CNC(=O)C(=O)NCCC2CCCCN2S(=O)(=O)c2ccccc2)cc1 (stereo unspecified)	-32%	.	.	.	0%	?
Cc1ccc(N2C(=O)c3n[nH]c(C)c3C2c2cccnc2)cc1 (stereo unspecified)	25%	-4	2%	-2	-10%	68%[activator]
C=C1CCN(C(CC(C)C)C(=O)NCc2ccc(OC)cc2)S(=O)(=O)c2ccccc21 (stereo unspecified)	.	-2	-9%	-3	.	.
C=CCn1c(SCC(=O)NC2CCCC2)nc2scc(-c3ccco3)c2c1=O	?	7	6%	7	11µM*	5%
Cc1cccc(NC(=O)CSc2nc3ccc(N4C(=O)c5ccccc5C4=O)cc3s2)c1C	7%	-22	-4%	-3	0%	44%[activator]
Cc1c(C(=O)N/N=C/c2ccncc2)no[n+]1[O-]	9%	-3	-13%	21*	-1%	23%
CSC1=NC(=O)/C(=C/c2ccc(SC)cc2)S1	212%[activator]	96	11%	31*	1%	160%[activator]
Cc1ccc(S(=O)(=O)N2CCCCCC2)cc1C(=O)NCc1ccccn1	-2%	-9	14%	-4	3%	19%
O=C(C1=C(Nc2ccccc2)c2ccccc2S(=O)(=O)N1)c1ccccc1	24%	6	?	5	-7%	58%[activator]
Nc1ncc(Br)cc1S(=O)(=O)N1CCCCCC1	7%	-5	.	3	4%	21%
CCOC(=O)c1c(/N=C/N(C)C)sc(C(=O)OC)c1C	7%	21	-5%	14	-9%	.
Cc1ccc(NC(=S)N(CCN2CCOCC2)Cc2cc3cc4c(cc3[nH]c2=O)OCCO4)cc1	?	-9	-3%	-2	-9%	?
O=C(CCC(=O)c1ccc(F)cc1)Nc1cccc(Br)c1	-3%	-1	-3%	5	-8%	-15%
COc1cc2c(cc1OC)C1O[C@](c3ccsc3)(C2)OC2=C1C(=O)CC(C)(C)C2	?	i	-14%[12.9 µM]	0	?	?
Cc1cc(C)nc(NC(=O)CSc2nccc(C)n2)n1	20%	-30	5%	-1	-19%	?
Cc1ccc(OCC(=O)Nc2ccc(CN3CCCCC3)cc2)c(C)c1	?	-11	-5%	9	.	?
CCc1ccccc1NC(=O)CSc1nnc(CCNC(=O)OC(C)(C)C)o1	5%	44	3%	-1	0%	15%
CCc1ccccc1N(CC(=O)NCCc1ccccc1)C(=O)CCC(=O)Nc1ccccn1	?	-13	-1%	-1	6%	?
CN(C)CCCN1c2ccccc2CCc2ccc(Cl)cc21	13µM*	-16	-15%	-4	-26%	?
NC(=O)c1ccccc1NC(=O)CC12CC3CC(CC(Br)(C3)C1)C2	-3%	-2	-6%	-5	5%	24%
CCOC(=O)c1ccc(N2CCOCC2)c(NC(=O)COCC(=O)O)c1	25%	14	1%	0	7%	8%
CCN(CC)S(=O)(=O)c1cccc(NC(=O)c2ccc(C#N)cc2)c1	?	-3	-12%	-3	0%	?
N#C/C(=C\c1ccc([N+](=O)[O-])o1)C(=O)Nc1ccc(F)cc1	-11%	35	?	13	.	4%
Cn1c(C(=O)N2CCN(c3ncccn3)CC2)cc2c(=O)n(C)c3ccccc3c21	.	-5	18µM*	-2	?	10µM*
COc1cccc(C2c3c(oc4cc(C)c(C)cc4c3=O)C(=O)N2CCCN(C)C)c1 (stereo unspecified)	.	27	0%	8	?	11%
NC(=O)NCCCC(=O)NCC(c1ccccc1Cl)c1c[nH]c2ccccc12 (stereo unspecified)	.	-4	-7%	1	-4%	?
C=CCNC(=O)c1ccccc1Cl	28%	-16	5%	-4	7%	17%
CC(C)NC(=O)c1cc(C(=O)c2cc(Cl)ccc2O)coc1=N	-21%	-6	13%	3	6%	?
COCCOC(=O)C1=C(C)Nc2cc(=O)[nH]c(=O)n2C1c1cccc([N+](=O)[O-])c1 (stereo unspecified)	?	-8	-3%	-4	0%	-28%
O=C(Nc1nnc(SCC(=O)N2CCOCC2)s1)C1CC(=O)N(c2ccc(F)cc2)C1 (stereo unspecified)	?	-3	.	-2	-26%	?
CC(C)(C)c1cc(Cl)c(O)c(NC(=S)NC(=O)c2cccnc2)c1	?	3	-1%	12	0%	-28%

Part of the list above in another layout.
structure,Pf growth 48h,Shiga inhibitor,Giardia FBPA inh,Cycloheximide cs,Sm TGR block,Pf growth 96h
CN(C)CCCN1c2ccccc2CCc2ccc(Cl)cc21,13µM*,-16,-15%,-4,-26%,?
NC(=O)c1ccccc1NC(=O)CC12CC3CC(CC(Br)(C3)C1)C2,-3%,-2,-6%,-5,5%,24%
CCOC(=O)c1ccc(N2CCOCC2)c(NC(=O)COCC(=O)O)c1,25%,14,1%,0,7%,8%
CCN(CC)S(=O)(=O)c1cccc(NC(=O)c2ccc(C#N)cc2)c1,?,-3,-12%,-3,0%,?
N#C/C(=C\c1ccc([N+](=O)[O-])o1)C(=O)Nc1ccc(F)cc1,-11%,35,?,13,.,4%
Cn1c(C(=O)N2CCN(c3ncccn3)CC2)cc2c(=O)n(C)c3ccccc3c21,.,-5,18µM*,-2,?,10µM*

Later entries
SMILES	Pf growth 48h	Shiga inhibitor	Giardia FBPA inh	Cycloheximide cs	Sm TGR block	Pf growth 96h
COc1ccc(OCC(=O)Nc2ccccc2-c2ccccc2)cc1	0%	2	-1%	-3	-28%	-1%
O=C(O)C1CC=CCC1C(=O)N1CCN(c2nc(-c3ccccc3Cl)c3cc(Br)ccc3n2)CC1 (stereo unspecified)	12µM*	-27	9%	-3	13%	?
CCCCCC(=O)N/N=C/c1ccc(N(C)C)cc1	118%[activator]	23	0%	18*	-12%	25%
CCCSC(=S)c1c(C)[nH]n(-c2ccccc2)c1=O	1%	14	-6%	1	?	-14%
COc1cc(C(=O)NCCC(=O)NC(C)C)cc(OC)c1OC	183%[activator]	-6	5%	-8	2%	11%
CCOC(=O)Cn1cnc2c(cnn2-c2ccccc2)c1=O	-13%	42	5%	21*	-2%	-17%
CC(C)(C)c1ccccc1NC(=O)c1c(O)c2cccc3c2n(c1=O)CC3	?	18	-7%	10	.	-23%
CCN(CC(=O)Nc1ccc(OC)cc1)C(=O)c1oc2c(Cl)cccc2c1C	0%	.	.	.	-5%	0%
CC(Oc1ccc(F)cc1)C(=O)Nc1ccc(S(=O)(=O)NC2=NCCCCC2)cc1 (stereo unspecified)	?	.	.	.	-4%	?
CCCC(=O)Nc1cc(-c2nc3ncccc3o2)ccc1Cl	-37%	-10	-2%	6	10%	?
Cc1ccc(C(=O)N2CCCC(C(=O)c3ccc(Oc4ccccc4)cc3)C2)cn1 (stereo unspecified)	-15%	-6	-4%	-2	3%	8.3µM*
NC(=NC(=O)c1cccc(C(F)(F)F)c1)c1ccc(C(F)(F)F)cn1	3%	10	-17%	9	2%	12%
COc1cc(OC)cc(C(=O)NCCN2CCOCC2)c1	-17%	-2	-2%	-3	-1%	0%
CCc1ccc(NC(=O)C(C)OC(=O)c2cc(=O)[nH]c3ccc(S(=O)(=O)Nc4ccc(F)cc4)cc23)cc1 (stereo unspecified)	6%	-8	0%	4	20%	4%
COCCCNC(=O)c1ccc(Cn2c(=O)c3ccccc3n(CC(=O)NCc3ccco3)c2=O)cc1	-8%	14	1%	-1	1%	?
Cc1c(Cl)cccc1-c1ccc(CNCc2ccccn2)o1	3%	.	18%	11	-17%	-10%
CN(C)CCNC(=O)c1ccc(CS(=O)(=O)c2c(Cl)cccc2Cl)o1	.	-8	4%	-2	0%	11%
CSc1ccc(CCNC(=O)Cn2ncc3c([nH]c4ccccc43)c2=O)cc1	0%	-8	14%	10	70%&-6%[activator]	9%
Cc1cccn2c(=O)c(C=Nc3c(C)n(C)n(-c4ccccc4)c3=O)c(N3CCCC3)nc12	-4%	-3	1%	-2	-8%	11%
